Bioassay records: PubChem BioAssay, National Center for Advancing Translational Sciences (NCATS)
BRCA1 expr act: activators of BRCA1 expression. MCF7-BRCA1-FFLuc reporter, luminescence, 48 h; response scale: scaled: vehicle 0%, 10 µM genistein 100%. Potency, µM (highest dose often 46.1 µM), inactives show top-dose activation, usual class: activators. 380,000 compounds, 1.1% hits. AID 624202; note: potency is the fitted concentration of half-maximal effect; nearly all actives have a fitted effect of over 80% in size; some results filed as inactive show a strong effect at the top dose
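Quantitative HTS in MCF7 cells stably reporting BRCA1 expression via firefly luciferase. Compound treatment lasts 48 h at 37 °C in phenol-red free MEM. Activation is expressed relative to genistein at 10 microM and DMSO.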
FLuc counter: inhibits or activates purified firefly luciferase, miR-21 counter-screen | purified FLuc, Km substrates, luminescence inhibition | Potency, µM (highest dose often 57.5 µM), without a hit: at the highest dose activity change, negative = inhibition, actives largely listed as inhibitors | 360,000 compounds, 6.9% hits | AID 588342;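 note: potency is the fitted concentration of half-maximal effect; plate controls were vehicle for no effect and reference inhibitor for full effect; nearly all actives have a fitted effect of over 55% in size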
Target sequence (P08659 whole entry, looked up): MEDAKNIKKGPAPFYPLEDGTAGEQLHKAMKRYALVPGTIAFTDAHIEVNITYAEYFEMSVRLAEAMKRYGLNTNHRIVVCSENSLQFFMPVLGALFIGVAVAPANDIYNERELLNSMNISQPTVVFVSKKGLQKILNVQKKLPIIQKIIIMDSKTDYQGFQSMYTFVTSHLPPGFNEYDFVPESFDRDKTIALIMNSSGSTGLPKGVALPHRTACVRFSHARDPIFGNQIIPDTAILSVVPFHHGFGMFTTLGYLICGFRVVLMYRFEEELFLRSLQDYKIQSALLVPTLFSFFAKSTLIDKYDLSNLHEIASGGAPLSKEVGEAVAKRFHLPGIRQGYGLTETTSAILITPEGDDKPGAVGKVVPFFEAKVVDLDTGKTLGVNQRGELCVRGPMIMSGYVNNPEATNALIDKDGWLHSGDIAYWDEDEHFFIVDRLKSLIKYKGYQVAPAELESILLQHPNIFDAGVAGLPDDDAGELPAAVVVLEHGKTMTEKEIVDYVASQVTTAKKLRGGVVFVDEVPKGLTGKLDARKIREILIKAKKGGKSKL
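Purified P. pyralis luciferase (10nM final) with 10uM D-luciferin and 10uM ATP (Km levels) in 50mM Tris acetate pH 7.5, 10mM Mg acetate, 0.01% Tween-20, 0.05% BSA; qHTS 6-point titration, ~60 µM downward; luminescence read.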
Tb PFK inh: T. brucei PFK enzyme inhibition; O15648; 330,000 compounds, 0.17% hits; AID 485367; Potency, µM (top dose mostly 57.5 µM), inactives show at the top dose activity, negative = inhibition, actives largely listed as inhibitors; T. brucei PFK, ADP-Glo luminescence;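 note: potency is the fitted concentration of half-maximal effect; 0% = uninhibited 1x PFK enzyme wells and -100% = no-enzyme wells; nearly all actives have a fitted effect of over 60% in size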
Target sequence (O15648 whole entry, looked up): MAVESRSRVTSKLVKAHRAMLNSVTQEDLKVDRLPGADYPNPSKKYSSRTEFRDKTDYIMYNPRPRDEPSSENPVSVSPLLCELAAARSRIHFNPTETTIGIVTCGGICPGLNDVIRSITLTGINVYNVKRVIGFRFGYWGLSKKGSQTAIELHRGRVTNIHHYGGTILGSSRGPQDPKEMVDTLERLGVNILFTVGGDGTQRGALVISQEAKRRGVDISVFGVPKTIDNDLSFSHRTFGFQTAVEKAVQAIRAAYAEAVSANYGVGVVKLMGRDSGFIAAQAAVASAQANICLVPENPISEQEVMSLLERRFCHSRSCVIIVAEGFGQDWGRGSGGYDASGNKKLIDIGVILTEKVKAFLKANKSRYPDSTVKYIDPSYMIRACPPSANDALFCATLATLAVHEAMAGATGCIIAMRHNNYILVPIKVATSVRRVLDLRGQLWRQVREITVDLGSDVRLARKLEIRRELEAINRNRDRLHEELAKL
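Luminescent ADP detection (ADP-Glo, two-step: ATP depletion then ADP-to-ATP conversion for luciferase) reported PFK activity after 45 min room-temperature reaction of 1.25 nM enzyme with 0.5 mM F6P and 0.1 mM ATP at pH 8.0.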
p53 reactivation: re-activators of mutant p53. H1299 p53-A138V BP100-luciferase reporter, luminescence, 24 h. Potency, µM (top dose mostly 92.2 µM), inactives show at the top dose activity change, positive = activation, hits mostly activators. 320,000 compounds, 0.063% hits. AID 504706; note: potency is the fitted concentration of half-maximal effect; % of control where 0% means no effect; nearly all actives have a fitted effect of over 45% in size
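H1299 (p53-null), stable ts p53-A138V + BP100-Luc; 1000 cells/well, Opti-MEM/10% FBS; cpd 4 pt, 1:5; 24 h, 37 deg C, 5% CO2; detection reagent 10 min RT; luminescence.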
TRPV1 ag: agonists of human vanilloid receptor 1 (TRPV1) | Q8NER1 | AID 540275 | activation, % at 8.33 µM | TRPV1-expressing cells, Fluo-8 calcium influx, agonist mode | 320,000 compounds, 0.19% hits; in the data active = activation above about 80%; inconclusive = between about 30% and that limit; note: 0% is about no effect
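TRPV1-expressing cells were cultured overnight at 35.5C and loaded with Fluo-8 calcium dye for 40 to 90 min at room temperature. After a 10 s baseline, compound was added and calcium influx was read kinetically for 3 min (ex 480/em 520 nm).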
ELG1 genotoxic: induces genotoxicity in HEK293T cells with luciferase-tagged ELG1; Potency, µM (titrated, usually from 46 µM), for inactives: at the top dose activity change, positive = activation, hits mostly activators; HEK293T ELG1-luciferase reporter, luminescence, 16 h; 330,000 compounds, 1.3% hits; AID 504466; note: potency is the fitted concentration of half-maximal effect; % of control where 0% means no effect; nearly all actives have a fitted effect of over 60% in size
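Quantitative HTS format in 1536-well plates. HEK293T ELG1-luciferase reporter cells receive test compound and are incubated 16 hr at 37 °C, 5% CO2; ONE-Glo added, 30 min room temperature, then luminescence read.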
NPC1 prom act: activates the NPC1 promoter; Huh7 NPC1 promoter luciferase reporter, 24 h; Potency, µM (doses to about 9.22 µM), for the others: top-dose activation, actives largely listed as activators; 320,000 compounds, 2.4% hits; AID 485313;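 note: potency is the fitted concentration of half-maximal effect; % of control where 0% means no effect; nearly all actives have a fitted effect of over 60% in size; reporter is driven by a mutant NPC1 promoter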
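Luminescence read-out of NPC1 promoter-driven luciferase in stably transfected Huh7 cells; compounds delivered in DMSO and left 24 h at 37C, 5% CO2, qHTS titration format.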
RORg inh: ROR gamma (mouse) transcription inhibition; P51450; Drosophila S2 Gal4-RORgamma UAS-luciferase reporter, 20 h; Potency, µM (series often up to 53.6 µM), inactives show at the highest dose activity change, negative = inhibition, hits mostly inhibitors; 310,000 compounds, 5.4% hits; AID 2551; note: potency is the fitted concentration of half-maximal effect; % is set by controls: 0 for no effect and ±100 for the full control effect; nearly all actives have a fitted effect of over 60% in size
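Using a luciferase readout, inhibitors were identified by reduced reporter activity in Drosophila cells coexpressing a copper-inducible Gal4–ROR gamma fusion and UAS-driven Photinus luciferase, incubated 20 hr after 700 uM copper sulfate.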
Gal4-VP16 FLuc: inhibits Gal4-VP16 luciferase reporter, ROR gamma counter-screen | Potency, µM (series often up to 53.6 µM), for the others: top-dose activity, negative = inhibition, actives largely listed as inhibitors | Drosophila S2 Gal4-VP16 UAS-luciferase, luminescence, 20 h | 310,000 compounds, 3.5% hits;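 note: Gal4-VP16 expression switched on by copper sulfate through the metallothionein promoter; potency is the fitted concentration of half-maximal effect; % is set by controls: 0 for no effect and ±100 for the full control effect; nearly all actives have a fitted effect of over 50% in size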
Rab9 prom act: activates the Rab9 promoter. AID 485297. 320,000 compounds, 2.8% hits. Potency, µM (doses to about 9.22 µM), inactives show top-dose activation, negative = inhibition, actives largely listed as activators. Huh7 Rab9 promoter-luciferase reporter, luminescence, 24 h; note: potency is the fitted concentration of half-maximal effect; % of control where 0% means no effect; nearly all actives have a fitted effect of over 60% in size
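Luminescence read-out: Huh7 cells stably expressing Rab9-luciferase, treated 24 h with compound at 37 °C, then lysed with luciferase reagent for 10 min at ambient before reading.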
ELG1 repair inh: ELG1-dependent DNA repair inhibition. HEK293T ELG1-luciferase reporter, luminescence, 16 h; DNA damage induced by 5-fluorouridine. Potency, µM (doses to about 46.1 µM), for inactives: at the highest dose activity change, negative = inhibition, most hits filed as inhibitors. 330,000 compounds, 2.3% hits; note: potency is the fitted concentration of half-maximal effect; % is set by controls: 0 for no effect and ±100 for the full control effect; nearly all actives have a fitted effect of over 55% in size
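In this reporter screen, reduction of luminescence relative to DMSO vehicle indicated activity. Compounds and 5-fluorouridine were added together to 2,000 cells per well, incubated for 16 hr at 37 °C, then developed with ONE-Glo.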
Active calls of the source: *; ? = inconclusive; · = not tested or not shown; [ ] = dose if it differs, or a comment. Unless noted, calls come from the whole dose curve; as a rule, active = well fitted curve in the direction sought with a large enough effect; inconclusive = small, poorly fitted or top-dose-only effect, or another doubt; inactive = no such curve, though single readings can be large; an effect the other way counts as inactive or inconclusive.

SMILES	BRCA1 expr act	FLuc counter	Tb PFK inh	p53 reactivation	TRPV1 ag	ELG1 genotoxic	NPC1 prom act	RORg inh	Gal4-VP16 FLuc	Rab9 prom act	ELG1 repair inh
COC(=O)c1ccc(C)c(NC(=O)C(CCSC)NC(=O)c2cc(OC)c(OC)c(OC)c2)c1 (configuration not stated)	-19%	-1%	2%	-1%	-1	-1%	1%	-15%	5%	0%	?
CC(=O)Nc1ccc(N2CCOCC2)c(Cl)c1	-4%	4%	2%	0%	3	0%	-5%	-1%	-5%	0%	1%
Cn1c(Cn2cnc([N+](=O)[O-])n2)nnc1SCC(=O)Nc1cccc(Cl)c1	9%	1%	-2%	-11%	-1	0%	2%	?	11%	-8%	10%
CCn1c(SCC(=O)c2ccc(Cl)cc2)nnc1-c1cccs1	0%	24µM*	1%	20%	5	5%	0%	18%	2%	16%	6%
CCc1nnc(NS(=O)(=O)c2ccc(N=CC3=C(O)CC(C)(C)CC3=O)cc2)s1	1%	-17%	1%	1%	-2	1%	-5%	-9%	5%	0%	27%
Cc1ccc(OCC(=O)Nc2ccc3c(c2)nc(CCN2CCOCC2)n3C)cc1	-3%	-1%	2%	3%	2	1%	-2%	?	10%	1%	?
COc1ccccc1N/C(=N/S(=O)(=O)c1ccc(C)cc1)c1ccccc1	-8%	-5%	4%	-11%	?	-3%	0%	-12%	27%	-1%	-1%
C=CCn1c(CNS(=O)(=O)c2ccc(Cl)cc2)n[nH]c1=S	-8%	0%	-6%	-16%	-1	-8%	-5%	-31%	-1%	7%	-5%
COCCNC(=O)C(c1ccc(F)cc1)N(Cc1cccs1)C(=O)CCC(=O)Nc1ccccn1 (configuration not stated)	-24%	2%	0%	-2%	1	0%	-2%	7%	10%	-1%	-3%
COC(=O)/C(=N\Nc1ccc(Cl)cc1)Sc1nnc(-c2ccc(OC)cc2)n1C	-21%	-2%	-1%	-3%	0	0%	-2%	5.6µM*	?	-6%	0%
CC1(C)CC(=O)C(C=NCC2CCN(C(=O)Nc3ccc(Cl)c(Cl)c3)CC2)=C(O)C1	17%	-1%	0%	12%	-2	-7%	-5%	20%	0%	0%	-4%
CCOc1ccc(-n2c(O)c(/C=N/c3ccnn3Cc3ccncc3)c3ccccc3c2=O)cc1	-27%	-10%	-5%	-5%	-13	-2%	0%	-29%	4%	-23%	-4%
COC(=O)CCC(=O)OC1(C)C(=O)C=C2C=C(C3CC3)N(Cc3ccccc3)C=C2C1=O (configuration not stated)	-9%	-2%	0%	-3%	0	5%	-2%	11%	-2%	-7%	19%
CCn1nc(C(=O)OCC(=O)N(CC(C)C)c2c(N)n(Cc3ccccc3)c(=O)[nH]c2=O)c2ccccc2c1=O	18%	-1%	-3%	-3%	-1	3%	0%	·	·	-3%	1%
CCCC(=O)Nc1ccc2oc(=O)ccc2c1	-4%	0%	5%	0%	4	-17%	-1%	-14%	5%[10 µM]	0%	13%
Cc1noc(C)c1C(=O)OCC(=O)c1ccc[nH]1	1%	2%	-5%	-2%	1	-5%	1%	2%	-5%	-11%	0%
CCOC(=O)c1ccc2nc(NC(NC(C)=O)(C(=O)OC)C(F)(F)F)sc2c1 (configuration not stated)	-10%	3%	1%	10%	-3	-1%	-37%[inhibitor]	18%	-2%	9%	-5%
COc1cc2c(cc1OC)C(C(=O)Nc1ccccn1)C(c1cccnc1)N(C)C2=O (configuration not stated)	-47%	0%	0%	10%	-2	3%	-4%	26%	-3%	8%	15%
O=c1[nH]c(CN2CCN(c3ccccc3O)CC2)nc2ccccc12	-4%	0%	0%	-3%	-4	-4%	-5%	0%	2%	2%	-8%
O=C1OC/C(=C(/O)c2ccc(Cl)cc2)C1=O	-12%	3%	0%	·	-2	-1%	-1%	-13%	2%	5%	0%
O=C(O)c1ccc(-c2ccccc2C(F)(F)F)o1	2%	4%[2.3 µM]	20%	-12%	3	0%	-2%	6%	-1%	-3%	14%
O=C(COC(=O)Cc1c(F)cccc1Cl)NC(=O)Nc1ccccc1F	-8%	·	-10%	3%	·	1%	·	·	·	·	8%
COc1cccc(CN2CCN(C(=O)C3CCC(=O)N(C4CCCC4)C3)CC2)c1 (configuration not stated)	11%	1%	1%	4%	4	-1%	-13%	-2%	5%	-1%	15%
O=[N+]([O-])c1ccc(NCCCNS(=O)(=O)c2ccc(Cl)cc2)c(Cl)c1	-2%	-1%	-3%	1%	1	-10%	1%	?	?	-5%	-27%
C/C(Cn1cnc([N+](=O)[O-])n1)=N\NC(=O)c1ccc(Br)cc1	-17%	-4%	-5%	16%	6	2%	-5%	?	-4%	-13%	18%
COc1ccc(CCNC(=O)Nc2cccs2)c(OC)c1	14%	?	-4%	-6%	?	3%	1%	26%	-12%	-3%	2%
CC(NC(=O)c1noc2c1CCCCC2)c1ccccc1 (configuration not stated)	48%	-19%	-4%	11%	?	5%	11%	?	9%	28%	?
S=C(NCCSCc1ccccc1Cl)Nc1ccccc1	-7%	-14%	-4%	0%	?	1%	1%	2.8µM*	4µM*	-4%	-29%
CCN1CCN(S(=O)(=O)c2ccc(Br)s2)CC1	-1%	4%	-8%	1%	-1	-1%	-1%	-34%[0.365 µM]	·	1%	-2%
CCOC(=O)[C@H]1[C@H]2COc3ccc(C)cc3[C@@H]2N2C(=O)c3ccc(Cl)cc3NC(=O)[C@@]12C	-20%	·	-1%	-4%	·	-1%	·	·	·	·	16%
CCOC(=O)N1CCN(c2nc3ccc(C(=O)c4ccccc4)cc3n3cnnc23)CC1	4%	3%	0%	-6%	-2	-1%	-6%	17%	2%	-10%	?
CC1(C(=O)NC2CCCCC2)CCC(=O)N1Cc1cccnc1 (configuration not stated)	0%	1%	1%	0%	-3	0%	0%	-17%	4%	3%	12%
CC(=O)N1CCN(c2ccc(NC(=O)C(c3ccccc3)c3ccccc3)cc2)CC1	-28%	1%	1%	-4%	-4	0%	2%	4%	-19%	3%	-18%
CN(C)c1nc(-c2cccnc2)nc(-c2ccc(Cl)cc2)c1C#N	-40%	1%	2%	3%	2	1%	-1%	15%	-6%	3%	0%
COc1cc2c(cc1OC)C(c1cccc([N+](=O)[O-])c1)NC(=O)C2 (configuration not stated)	-2%	1%	-3%	4%	-1	8%	-5%	-13%	-1%	-8%	17%
Cn1cccc1CC(=O)NNC(=S)Nc1ccc(F)cc1	-1%	2%	0%	4%	-9	-1%	-3%	-45%	-13%	-5%	8%
COc1ccccc1C(=O)Nc1ccc(N2CCCCC2)cc1	27%	2.7µM*	5%	?	?	2.9µM*	?	-33%	-25%	4µM*	?
CCCCOCCCNC(=O)c1ccc2c(c1)OCO2	3%	-1%	1%	10%	11	3%	1%	8%	0%	4%	?
CC(C)N(Cc1ccccc1)C(=O)COC(=O)c1cc(S(=O)(=O)N(C)C)ccc1N1CCCC1	-22%	·	0%	-13%	·	-1%	·	·	·	·	?
O=C(COc1ccc(S(=O)(=O)N2CCCC2)cc1Cl)NCc1cccnc1	-3%	1%	1%	-2%	1	-7%	1%	2%	2%	-1%	-7%
O=C(NCc1ccccc1Cl)C1CCN(S(=O)(=O)N2CCCC2)CC1	-2%	1%	-3%	-22%	-3	-1%	2%	6%	-10%	0%	0%
O=C(CN(c1ccccc1)S(=O)(=O)c1ccccc1)N/N=C/c1ccc(OC2CSC2)cc1	·	10%	-8%	-17%	-1	2%	1%	1%	-17%	-3%	?
CCN(CC)CCNC(=S)Nc1ccc2nc3n(c(=O)c2c1)CCCCC3	1%	0%	-6%	27%	1	9%	0%	-13%	3%	-4%	13%
CCOc1ccc(N(CC(=O)Nc2ccccc2OC)S(=O)(=O)c2ccccc2)cc1	-60%	2%	4%	-7%	22	10%	-9%	24%	0%	-20%	?
O=C(COC(=O)CC1CC2CCC1C2)NC(=O)NCc1ccco1 (configuration not stated)	2%	2%	-2%	-2%	-2	-1%	-2%	2%	-8%	-5%	15%
CCc1nnc(NC(=O)c2ccc(OC)c(S(=O)(=O)N3CCCC3)c2)s1	-19%	1%	0%	-7%	0	-4%	-2%	·	·	3%	-15%
